Screens deposited in PubChem by National Center for Advancing Translational Sciences (NCATS).
TrxR1 substrate – is turned over as a substrate by rat TrxR1; O89049; purified TrxR1 substrate turnover, NADPH consumption readout; Potency, µM (doses to about 114 µM), for the others: at the highest dose activity change, negative = substrate turnover; 390,000 tested, 0.01% active; further: on the % scale 0 is the no-effect control and ±100 the full control effect; nearly all actives have a fitted effect of over 50% in size
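Rat TrxR1, dispensed at 90 nM, was prereduced with 400 uM NADPH (final) for 5 min at ~22 deg C, then incubated with compound 15 min before 400 uM selenite. A first-read NADPH fluorescence drop versus no-compound background flagged substrates.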
ALOX12 inh – blocks human arachidonate 12S-lipoxygenase. Potency, µM (titrated, usually from 108 µM), inactives show at the top dose activity change, negative = inhibition, most hits filed as inhibitors. 580,000 tested, 1.1% active. purified 12hLO, xylenol orange hydroperoxide absorbance. P18054. AID 1671190; further: on the % scale 0 is the no-effect control and ±100 the full control effect
Target sequence (P18054 whole entry, looked up): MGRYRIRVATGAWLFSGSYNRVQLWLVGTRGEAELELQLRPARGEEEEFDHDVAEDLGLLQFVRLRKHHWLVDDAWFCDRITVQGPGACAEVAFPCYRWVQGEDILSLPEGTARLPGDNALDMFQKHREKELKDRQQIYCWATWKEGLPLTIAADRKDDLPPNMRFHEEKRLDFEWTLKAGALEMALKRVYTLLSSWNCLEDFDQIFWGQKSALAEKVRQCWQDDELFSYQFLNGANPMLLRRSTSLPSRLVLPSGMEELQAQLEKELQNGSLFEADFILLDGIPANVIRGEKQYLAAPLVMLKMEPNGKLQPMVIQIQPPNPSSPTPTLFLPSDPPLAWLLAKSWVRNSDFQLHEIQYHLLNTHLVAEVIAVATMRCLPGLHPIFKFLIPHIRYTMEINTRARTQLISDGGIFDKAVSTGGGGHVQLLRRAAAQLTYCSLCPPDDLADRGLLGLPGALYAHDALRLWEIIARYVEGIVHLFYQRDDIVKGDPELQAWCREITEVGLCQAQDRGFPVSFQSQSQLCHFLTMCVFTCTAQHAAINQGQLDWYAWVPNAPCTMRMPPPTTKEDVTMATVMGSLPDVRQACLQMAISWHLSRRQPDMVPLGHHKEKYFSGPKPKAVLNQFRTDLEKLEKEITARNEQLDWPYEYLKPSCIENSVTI
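Hydroperoxide product was detected by ferrous iron/xylenol orange as the 573 to 405 nm absorbance ratio. Arachidonic acid at 40 uM (final) was turned over for 30 min at room temperature by 150 nM human 12hLO, pH 7.0 Hepes buffer, after 15 min compound preincubation.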
Vif-APOBEC3G blk – blocks the Vif interaction with human APOBEC3G; Q9HC16; HeLa A3G-eYFP + Vif (tagged APOBEC3G with the HIV-1 protein that degrades it), YFP fluorescence, overnight; Potency, µM (titrated, usually from 46.1 µM), inactives show top-dose activity, negative = active, actives largely listed as inhibitors; 410,000 tested, 0.076% active; AID 602310;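 further: on the % scale 0 is the no-effect control and ±100 the full control effect; nearly all actives have a fitted effect of over 60% in size; hits raise eYFP signal because A3G escapes Vif-driven loss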
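Read-out is eYFP fluorescence (Ex 488/Em 500-530) from Vif-expressing HeLa A3G-eYFP cells; more signal means A3G escaped Vif-mediated degradation. Cells plated overnight, compound pinned in, incubated overnight at 37 deg C.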
IDH1 R132H inh – human IDH1 R132H inhibition; O75874; IDH1-R132H enzyme, NADPH consumption, diaphorase/resazurin fluorescence; Potency, µM (top dose mostly 76.6 µM), for inactives: top-dose activity change, negative = inhibition, hits mostly inhibitors; 390,000 tested, 0.093% active; further: on the % scale 0 is the no-effect control and ±100 the full control effect; nearly all actives have a fitted effect of over 65% in size
Target sequence (O75874 whole entry R132H, stated change not applied): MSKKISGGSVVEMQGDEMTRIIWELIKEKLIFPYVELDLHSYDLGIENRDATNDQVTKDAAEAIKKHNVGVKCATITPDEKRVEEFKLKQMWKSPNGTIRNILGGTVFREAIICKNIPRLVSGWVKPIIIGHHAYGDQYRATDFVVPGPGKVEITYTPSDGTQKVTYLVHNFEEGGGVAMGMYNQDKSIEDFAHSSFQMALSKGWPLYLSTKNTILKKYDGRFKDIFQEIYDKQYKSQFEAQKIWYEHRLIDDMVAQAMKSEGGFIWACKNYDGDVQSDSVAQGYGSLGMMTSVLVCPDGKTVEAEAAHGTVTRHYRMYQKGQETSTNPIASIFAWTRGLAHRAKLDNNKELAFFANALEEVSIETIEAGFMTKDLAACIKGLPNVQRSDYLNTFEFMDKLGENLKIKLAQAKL
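IDH1-R132H (0.5 ug/mL) preincubated 30 min with compound, then NADPH (0.016 mM) and alpha-KG (2 mM) added; 80 min at RT, pH 7.5. Remaining NADPH coupled via diaphorase/resazurin to fluorescence (540/590 nm); concentration-response curves normalized to no-enzyme control.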
RXFP1 ag – RXFP1 (human) receptor agonism; Q9HBX9; HEK293T-RXFP1 cAMP TR-FRET, 30 min; response scale: percent of porcine relaxin response, buffer zero; Potency, µM (series often up to 57.5 µM), without a hit: at the top dose activation, actives largely listed as activators; 370,000 tested, 0.3% active; further: on the % scale 0 is the no-effect control and ±100 the full control effect; nearly all actives have a fitted effect of over 60% in size; many of its hits are not listed in these tables
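HEK293 cells stably expressing RXFP1, treated 30 min at 37C with compounds plus PDE4 inhibitor Ro 20174; cAMP measured by HTRF TR-FRET. Normalized to buffer and 29 nM porcine relaxin; EC50 by Hill fit.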
Vif-APOBEC3F blk – blocks the Vif interaction with APOBEC3F; Potency, µM (doses to about 46.1 µM), inactives show top-dose activity, negative = active; AID 602313; 390,000 tested, 0.2% active; HeLa A3F-eYFP + Vif (tagged APOBEC3F with the HIV-1 protein that degrades it), YFP fluorescence increase; further: % of control where 0% means no effect; nearly all actives have a fitted effect of over 65% in size
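HeLa cells stably expressing Vif plus C-terminally eYFP-tagged A3F were seeded, incubated overnight at 37 deg C, dosed with compound, incubated overnight again at 37 deg C. Yellow fluorescence (Ex 488/Em 500-530) reported blocked Vif-mediated A3F-eYFP degradation.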
RGS4 inh – blocks human RGS4-accelerated GTP hydrolysis; P49798; Transcreener GDP fluorescence polarization, RGS4-accelerated GTP hydrolysis; Potency, µM (top dose mostly 114 µM), inactives show at the highest dose activity change, negative = inhibition, usual class: inhibitors; 390,000 tested, 0.039% active; AID 504845; further: on the % scale 0 is the no-effect control and ±100 the full control effect; nearly all actives have a fitted effect of over 75% in size; some results filed as inactive show a strong effect at the top dose
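MLSMR compounds (23 nl, pin-transferred) preincubated 10 min at room temperature with a 500nM (2x) first reagent, then RGS4 at 900nM (2x) plus Transcreener GDP mix added; fluorescence polarization (620/688 nm) read before and after 90 min at 30 °C.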
TrxR1 inh – blocks rat thioredoxin reductase 1; O89049; recombinant rTrxR1, NADPH fluorescence consumption, selenite substrate; Potency, µM (highest dose often 114 µM), inactives show at the highest dose activity change, negative = inhibition, hits mostly inhibitors; 390,000 tested, 1% active; further: on the % scale 0 is the no-effect control and ±100 the full control effect; nearly all actives have a fitted effect of over 65% in size
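Rat TrxR1 (90 nM in the dispensed reagent) was pre-reduced with 400 uM NADPH for 5 min at room temperature, then incubated with compound for 15 min. After 400 uM selenite was added, NADPH fluorescence (Ex 340/Em 450 nm) was followed for 8 min.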
USP1 inh – USP1/UAF1 (human) deubiquitinase inhibition; O94782; recombinant USP1/UAF1, Ub-Rhodamine cleavage fluorescence; Potency, µM (doses to about 57.1 µM), inactives show at the highest dose activity change, negative = inhibition, most hits filed as inhibitors; 390,000 tested, 0.23% active; further: on the % scale 0 is the no-effect control and ±100 the full control effect; nearly all actives have a fitted effect of over 60% in size; inactives centre near -12
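High-throughput fluorogenic screen: 1nM USP1/UAF1 complex, Ub-Rho substrate 150nM final, 50mM HEPES pH 7.8 with 0.5mM EDTA, 0.1 mg/ml BSA, 1mM TCEP and 0.01% Tween-20.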
Starred values were filed as active, the others as inactive; & = joins results of further samples; [ ] = dose if it differs, or a comment. The call rests on the fitted dose curve; in most records, active means well fitted curve in the direction sought with a large enough effect; inconclusive means small, poorly fitted or top-dose-only effect, or another doubt; inactive means no such curve, though single readings can be large; an effect the other way counts as inactive or inconclusive. Potency means the concentration at half of the fitted maximal effect.

`COc1ccc(-n2c(SCc3ccc([N+](=O)[O-])cc3)nnc2-c2ccc(C)cc2)cc1` gave TrxR1 substrate -10.2%, ALOX12 inh -7.2%, Vif-APOBEC3G blk 0.3%, IDH1 R132H inh 3.4%, RXFP1 ag 4.5%, Vif-APOBEC3F blk 0.8%, RGS4 inh -32.4%, TrxR1 inh -0.9% and USP1 inh -4.4%.
Cc1cc2cc(CNC(=O)COc3ccccc3)ccc2n1C was read as TrxR1 substrate -3.4%, ALOX12 inh 11.9%, Vif-APOBEC3G blk 1.2%, IDH1 R132H inh -1.5%, RXFP1 ag 1.7%, Vif-APOBEC3F blk 2.8%, RGS4 inh -3.0%, TrxR1 inh 11.3% and USP1 inh -7.7%.
For OCCCn1c(C2CCCN2c2nc(-c3ccc(F)cc3)cs2)nc2cc(Cl)c(Cl)cc21 (stereo not given) the results were TrxR1 substrate -8.5%[57.1 µM], ALOX12 inh -1.4%, Vif-APOBEC3G blk -7.7%, IDH1 R132H inh 8.6%, Vif-APOBEC3F blk -6.3%, RGS4 inh -22.8%, TrxR1 inh 0.8%[57.1 µM] and USP1 inh -21.9%.
Screening O=C1C=C(c2ccc3[nH]ccc3c2)C[C@@H](c2ccc(F)cc2)C1 returned TrxR1 substrate -2.1%, ALOX12 inh inconclusive, Vif-APOBEC3G blk -6.1%, IDH1 R132H inh -4.0%, RXFP1 ag 1.5%, Vif-APOBEC3F blk -3.1%, RGS4 inh -16.7%, TrxR1 inh 4.2% and USP1 inh inconclusive.
Screening CCO/C=C1\C(=O)N(CC)c2ccccc21 returned TrxR1 substrate -2.5%, ALOX12 inh -26.5%, Vif-APOBEC3G blk 0.2%, IDH1 R132H inh 3.7%, RXFP1 ag -0.3%, Vif-APOBEC3F blk inconclusive, RGS4 inh -9.0%[56.9 µM], TrxR1 inh 8.2% and USP1 inh -6.6%.
CCOC(=O)/C(=N\Nc1ccc(OC)cc1)c1csc(Nc2ccccc2)n1 was read as TrxR1 substrate -2.3%, ALOX12 inh -16.3%, Vif-APOBEC3G blk -9.1%, IDH1 R132H inh 1.4%, RXFP1 ag 4.5%, Vif-APOBEC3F blk -5.6%, RGS4 inh -14.5%, TrxR1 inh 9.9% and USP1 inh -6.8%.
For COCCN(C(=O)CSc1nc2ccc(OC)cc2[nH]1)c1c(N)n(Cc2ccccc2)c(=O)[nH]c1=O the results were TrxR1 substrate -8.7%, ALOX12 inh inconclusive, Vif-APOBEC3G blk 0.7%, IDH1 R132H inh 3.1%, RXFP1 ag 1.3%, Vif-APOBEC3F blk 10.7%, RGS4 inh -34.1%, TrxR1 inh -5.4% and USP1 inh -22.7%.
For Cc1ccc(P(C)(=O)c2ccc(C)cc2)cc1 the results were TrxR1 substrate -26.2%[57.1 µM], ALOX12 inh -3.5%, Vif-APOBEC3G blk -8.7%, IDH1 R132H inh 0.0%, RXFP1 ag 0.5%, Vif-APOBEC3F blk 3.6%, RGS4 inh -24.4%, TrxR1 inh 0.9%[57.1 µM] and USP1 inh -16.7%.
`N#CCCN(C(=O)CSc1nc2ccccc2c(=O)[nH]1)c1ccc(F)cc1` gave TrxR1 substrate -1.5%, ALOX12 inh inconclusive, Vif-APOBEC3G blk -12.6%, IDH1 R132H inh 19.1%, Vif-APOBEC3F blk 0.4%, RGS4 inh 1.6%, TrxR1 inh 16.2% and USP1 inh -17.7%.
Screening C[C@H](Nc1ccc(C(F)(F)F)cc1[N+](=O)[O-])C(=O)O returned TrxR1 substrate 1.2%, ALOX12 inh 18.4%, Vif-APOBEC3G blk 5.2%, IDH1 R132H inh -0.3%, RXFP1 ag 0.1%, Vif-APOBEC3F blk 5.8%, RGS4 inh -3.5%, TrxR1 inh 26.9% and USP1 inh -20.4%.
`CCCCNC(=O)N(O)C1N(/N=C/c2ccccc2OC)C(=S)SC1(C)C` (stereo not given) gave TrxR1 substrate 7.1%[57.1 µM], ALOX12 inh 11.2%, Vif-APOBEC3G blk 0.0%, IDH1 R132H inh 2.0%, RXFP1 ag -1.2%, Vif-APOBEC3F blk -17.8%, RGS4 inh -3.4%, TrxR1 inh 12.5%[57.1 µM] and USP1 inh -6.8%.
`CC(C)c1ccc(NC2CCCN(C(=O)CCN3CCOCC3)C2)cc1` (stereo not given) gave TrxR1 substrate -3.7%, ALOX12 inh inconclusive, Vif-APOBEC3G blk -0.6%, IDH1 R132H inh -9.9%, RXFP1 ag 3.4%, Vif-APOBEC3F blk 5.5%, RGS4 inh 1.6%, TrxR1 inh 14.3% and USP1 inh -15.2%.
For CC(=O)N1CCN(c2nc(-c3cccs3)nc3ccccc23)CC1 the results were TrxR1 substrate 4.0%[57.1 µM], ALOX12 inh -0.7%&1.8%, Vif-APOBEC3G blk -5.4%, IDH1 R132H inh 2.3%, RXFP1 ag 6.6%, Vif-APOBEC3F blk -0.6%, RGS4 inh 3.6%, TrxR1 inh 27.5%[57.1 µM] and USP1 inh -3.0%.
CCc1ccc(S(=O)(=O)Nc2cccc(-c3ccc(OC)nn3)c2)s1 was read as TrxR1 substrate -5.2%[57.1 µM], ALOX12 inh -26.7%, Vif-APOBEC3G blk 2.5%, IDH1 R132H inh -5.8%, RXFP1 ag -3.2%, Vif-APOBEC3F blk -2.6%, RGS4 inh -22.1%, TrxR1 inh 5.1%[57.1 µM] and USP1 inh -16.8%.
O=C(OCC12CC3CC(CC(C3)C1)C2)c1ccc(NCc2cc(O)ccc2O)cc1 was read as TrxR1 substrate -10.1%, ALOX12 inh 15.8µM*, Vif-APOBEC3G blk -14.9%, IDH1 R132H inh -11.1%, Vif-APOBEC3F blk 22.4µM*, RGS4 inh -38.3%, TrxR1 inh -15.2% and USP1 inh -21.0%.
For CCOC(=O)c1c(C)oc2cc(Br)c(OC(=O)N3CCOCC3)cc12 the results were TrxR1 substrate 4.1%, ALOX12 inh 0.0%, Vif-APOBEC3G blk -4.0%, IDH1 R132H inh 11.3%, RXFP1 ag 0.2%, Vif-APOBEC3F blk -2.2%, RGS4 inh -12.0%, TrxR1 inh 9.4% and USP1 inh -21.3%.
For O=C(NCCCc1nc2ccccc2n1Cc1ccc(Cl)cc1)C1CCCCC1 the results were TrxR1 substrate -1.5%, ALOX12 inh -13.2%, Vif-APOBEC3G blk -14.5%, IDH1 R132H inh 6.8%, RXFP1 ag -1.2%, Vif-APOBEC3F blk 1.4%, RGS4 inh 16.1%, TrxR1 inh 7.5% and USP1 inh -27.9%.
Screening CN(Cc1ccccc1)S(=O)(=O)c1ccc(Cl)c(C(=O)NCc2cccnc2)c1 returned TrxR1 substrate 0.0%, ALOX12 inh -1.5%, Vif-APOBEC3G blk -0.4%, IDH1 R132H inh -1.6%, RXFP1 ag 0.4%, Vif-APOBEC3F blk -16.9%, RGS4 inh 22.8%, TrxR1 inh 15.0% and USP1 inh -16.4%.
For COc1ccc(N2CCN(c3c(S(=O)(=O)c4ccccc4)cnc4ccc(OC)cc34)CC2)cc1 the results were TrxR1 substrate -13.7%, ALOX12 inh -1.6%, Vif-APOBEC3G blk -3.0%, IDH1 R132H inh 1.3%, RXFP1 ag -0.9%, Vif-APOBEC3F blk 8.6%, RGS4 inh -16.0%, TrxR1 inh -12.9% and USP1 inh -16.7%.
For Cc1ccc(NC(=S)N2CCC(c3ccc(C)cc3)C2)cc1 (stereo not given) the results were TrxR1 substrate 4.9%, ALOX12 inh inconclusive, Vif-APOBEC3G blk -4.8%, IDH1 R132H inh -2.0%, RXFP1 ag 1.0%, Vif-APOBEC3F blk 9.5%, RGS4 inh inconclusive, TrxR1 inh 12.9% and USP1 inh -19.4%.
Screening COc1ccccc1CNC(=O)Cn1c(-c2cccs2)cc2cc(F)ccc21 returned TrxR1 substrate 35.7%, ALOX12 inh -19.3%, Vif-APOBEC3G blk -1.5%, IDH1 R132H inh 0.0%, RXFP1 ag 20.9%, Vif-APOBEC3F blk -6.0%, RGS4 inh -3.2%, TrxR1 inh 3.2% and USP1 inh -11.8%.
`CC1=CC2=NC(=O)/C(=C\c3cccn3CCOc3cccc(C)c3)C(=N)N2O1` gave TrxR1 substrate -12.0%, ALOX12 inh -19.6%, Vif-APOBEC3G blk 2.5%, IDH1 R132H inh -10.9%, RXFP1 ag -0.3%, Vif-APOBEC3F blk 9.5%, RGS4 inh inconclusive, TrxR1 inh 3.5%[57.1 µM] and USP1 inh -20.0%.
`Cc1cc(=O)[nH]c(N/N=C/c2ccc(OC(=O)c3cccnc3)cc2)n1` gave TrxR1 substrate -14.8%, ALOX12 inh 24.3%, Vif-APOBEC3G blk 3.5%, IDH1 R132H inh 1.2%, RXFP1 ag 0.4%, Vif-APOBEC3F blk 10.7%, RGS4 inh 25.0%, TrxR1 inh -18.2% and USP1 inh -7.0%.

An excerpt, so the mix of outcomes need not match the whole.
